Screens: PubChem, National Center for Advancing Translational Sciences (NCATS)
NIH3T3 tox: cytotoxic compounds in NIH 3T3 cells; actives 4.3% (n = 94,000); NIH 3T3 viability, CellTiter-Glo ATP luminescence, 48-72 h; Potency, µM (doses to about 96.7 µM), without a hit: top-dose activity change, negative = cytotoxicity, hits mostly inhibitors; also: potency is read from the fitted curve at half-maximal effect; nearly all actives have a fitted effect of over 55% in size
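Cells were seeded at 400 per well, treated with pin-transferred compound, and kept 48 or 72 hr at 37 °C before CellTiter-Glo addition and luminescence imaging of cellular ATP.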
GPT2 inh: blocks human glutamate pyruvate transaminase 2 | Q8TD30 | Recombinant GPT2, coupled pyruvate oxidase/HRP Amplex Red fluorescence | Potency, µM (titrated, usually from 57.7 µM), for the others: at the highest dose activity change, negative = inhibition, actives largely listed as inhibitors | actives 0.25% (n = 100,000); also: potency is read from the fitted curve at half-maximal effect; nearly all actives have a fitted effect of over 60% in size; many of its hits are not listed in these tables
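GPT2 10ng/uL, a-KG 250uM, L-Ala 2mM, HEPES pH7.5 + 0.0001% Tween; 30 min RT. Then Amplex mix (PO/HRP/ThPP), 30 min RT dark, fluorescence. AOA 50uM used as positive control.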
IP6K1 inhibitor: inhibitors of human IP6K1; IP6K1 kinase, ADP-Glo luminescence, 2 h; hits give low values; activity change, % (series mostly up to about 58 µM); actives 0.81% (n = 140,000); AID 1645851; in the data active = activity change below about -25%
Target sequence (Q92551 whole entry, looked up): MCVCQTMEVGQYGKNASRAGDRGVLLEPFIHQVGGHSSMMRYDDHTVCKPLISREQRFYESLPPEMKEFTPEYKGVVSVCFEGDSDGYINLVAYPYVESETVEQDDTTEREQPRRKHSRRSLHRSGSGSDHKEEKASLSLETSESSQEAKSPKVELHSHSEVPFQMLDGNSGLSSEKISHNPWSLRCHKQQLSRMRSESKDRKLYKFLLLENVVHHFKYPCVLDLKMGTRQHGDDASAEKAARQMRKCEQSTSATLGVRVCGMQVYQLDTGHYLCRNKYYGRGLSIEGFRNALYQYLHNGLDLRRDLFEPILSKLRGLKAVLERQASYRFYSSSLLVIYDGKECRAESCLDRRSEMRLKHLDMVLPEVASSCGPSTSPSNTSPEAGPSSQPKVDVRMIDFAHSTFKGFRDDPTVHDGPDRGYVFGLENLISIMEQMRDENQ
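ADP-Glo luminescence measures ADP made by human IP6K1 during a 2 h RT reaction with ATP/IP6 (mix at 1.3 mM/130 uM); top library doses 57.5 and 19.1 uM final.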
HEK cytotox: kills HEK 293 cells; HEK 293 viability, ATP luminescence (CellTiter-Glo), 48-72 h; Potency, µM (top dose mostly 115 µM), for the others: top-dose activity change, negative = cytotoxicity, actives largely listed as inhibitors; actives 6.6% (n = 94,000); also: potency is read from the fitted curve at half-maximal effect; nearly all actives have a fitted effect of over 60% in size
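ATP-coupled CellTiter-Glo luminescence served as viability read-out, recorded 10 min after reagent addition at room temperature. HEK 293 cells, 250 cells/well, had been incubated with pintool-transferred compound for 48 or 72 hr at 37 degree Celsius.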
Luciferase inh: blocks purified firefly luciferase enzyme activity. P08659. purified P. pyralis luciferase, luminescence, biochemical. Potency, µM (series often up to 115 µM), inactives show at the highest dose activity change, negative = inhibition, most hits filed as inhibitors. actives 2.5% (n = 76,000). AID 1347043; also: potency is read from the fitted curve at half-maximal effect; nearly all actives have a fitted effect of over 65% in size
Target sequence (P08659 whole entry, looked up): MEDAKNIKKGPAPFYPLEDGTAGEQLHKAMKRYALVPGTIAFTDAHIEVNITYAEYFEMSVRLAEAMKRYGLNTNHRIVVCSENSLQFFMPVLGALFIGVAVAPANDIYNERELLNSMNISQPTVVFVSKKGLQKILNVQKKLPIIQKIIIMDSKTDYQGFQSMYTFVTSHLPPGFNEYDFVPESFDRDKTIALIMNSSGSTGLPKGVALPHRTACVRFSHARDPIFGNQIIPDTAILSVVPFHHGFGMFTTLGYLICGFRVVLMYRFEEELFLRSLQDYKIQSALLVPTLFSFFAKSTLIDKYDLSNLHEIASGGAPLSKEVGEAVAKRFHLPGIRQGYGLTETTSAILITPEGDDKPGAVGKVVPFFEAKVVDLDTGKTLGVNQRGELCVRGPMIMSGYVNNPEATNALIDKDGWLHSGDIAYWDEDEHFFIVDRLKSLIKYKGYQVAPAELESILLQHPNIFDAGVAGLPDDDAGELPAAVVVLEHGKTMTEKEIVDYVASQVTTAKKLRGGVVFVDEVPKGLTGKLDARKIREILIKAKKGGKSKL
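Cell-free enzyme assay, 10nM P. pyralis luciferase, luciferin and ATP each at 10uM. Inhibition profiled over a 6-point titration, read as luminescence.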
SNCA viab count: reduces viability of HEK-293 SNCA reporter cells; HEK-293-SNCA-luc viability, GF-AFC fluorescence, 24 h; Potency, µM (highest dose often 57.1 µM), inactives show at the top dose activity change, negative = cytotoxicity, hits mostly cytotoxic; actives 0.12% (n = 150,000);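 also: potency is read from the fitted curve at half-maximal effect; 0% = DMSO-treated cells and -100% = medium-only wells without cells; nearly all actives have a fitted effect of over 30% in size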
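HEK-293-SNCA-luc cells (1500/well) plated 24 h, then exposed 24 h to a dilution series; GF-AFC added 30 min at 37C, fluorescence 405/540 nm; normalised to medium-only and DMSO wells, Hill fit.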
SNCA expr inh: inhibitors of alpha-synuclein (SNCA) gene expression | HEK-293 SNCA-luciferase knock-in, luminescence, 24 h | Potency, µM (highest dose often 57.2 µM), for inactives: top-dose activity change, negative = inhibition, hits mostly inhibitors | actives 0.17% (n = 140,000) | AID 1671194;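 also: potency is read from the fitted curve at half-maximal effect; plate controls were DMSO cells for no effect and cell-free wells for full effect; nearly all actives have a fitted effect of over 45% in size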
An asterisk follows results filed as active; i = inactive; ? = inconclusive; . = not tested or not shown; [ ] = dose if it differs, or a comment. Unless noted, calls follow the shape of the dose curve; as a rule, active = well fitted curve in the direction sought with a large enough effect; inconclusive = small, poorly fitted or top-dose-only effect, or another doubt; inactive = no such curve, though single readings can be large; an effect the other way counts as inactive or inconclusive. Unless noted, % is scaled to controls: 0 for no effect and ±100 for the full control effect. Only part of the results is shown; the hit share may differ from the screen's.

SMILES	NIH3T3 tox	GPT2 inh	IP6K1 inhibitor	HEK cytotox	Luciferase inh	SNCA viab count	SNCA expr inh
Cc1cccc(CN2CCCN(S(=O)(=O)c3cn(C)cn3)C(c3ccccc3)CC(=O)NCC2)c1 (stereo not drawn)	-20%	i	-3	i	-2%	-3%	-6%
Cc1ccc(-c2nc(C(=O)N3CCN(c4cccc(C)c4C)CC3)no2)cc1	?	2%	-3	?	-2%	6%	-27%
O=C(Nc1nc2n(n1)C(c1ccc(F)cc1)C=C(c1ccccc1)N2)c1ccco1 (stereo not drawn)	.	.	12	.	.	?	19%
CCC(C(=O)Nc1ccccc1OC)n1c(C(=O)OC)cc2sc(Cl)cc21 (stereo not drawn)	.	.	-23	.	.	15%	9%
O=C(NCc1cccc(Cl)c1)c1ccc2oc(-c3ccnc(Cl)c3)nc2c1	?	i	13	-20%	.	-2%[12.5 µM]	20%
COc1ccc(NC(=O)COc2ccc(-c3nnc4n3CCCC4)cc2)c(OC)c1	?	i	22	-15%	-2%	2%	-25%
Cn1nc(NC(=O)CSc2ccccc2)c2c(N3CCOCC3)cccc21	-30%	1%	5	?	-1%	-1%	0%
COc1ccc(CCn2c(=O)c3cccnc3n(CC(=O)Nc3ccc(C)cc3C)c2=O)cc1OC	.	.	28	.	.	16%	-12%
O=C(NC1CCN(c2ccc3nnc(-c4ccccc4)n3n2)C1)c1ccc(Cl)cc1 (stereo not drawn)	-23%	.	-7	-18%	.	.	.
CCC(=O)N1CCc2cc(Br)cc(S(=O)(=O)N3CCCC(C(=O)NCc4ccc(C)cc4)C3)c21 (stereo not drawn)	.	.	-23	.	.	7%	-22%
Cc1noc(C)c1-c1ccc2c(n1)CN(CCOc1ccccc1)C(=O)CO2	?	-25%[88.5 µM]	-7	?	-18%[172 µM]	2%[87.6 µM]	9%[87.6 µM]
Oc1ccc(-c2nc(C3CC3)nc3c2CCN(Cc2ccsc2)CC3)cc1	?	i	22	?	.	9%	7%

Next section; the last 3 above are carried over.
SMILES	NIH3T3 tox	GPT2 inh	IP6K1 inhibitor	HEK cytotox	Luciferase inh	SNCA viab count	SNCA expr inh
CCC(=O)N1CCc2cc(Br)cc(S(=O)(=O)N3CCCC(C(=O)NCc4ccc(C)cc4)C3)c21 (stereo not drawn)	.	.	-23	.	.	7%	-22%
Cc1noc(C)c1-c1ccc2c(n1)CN(CCOc1ccccc1)C(=O)CO2	?	-25%[88.5 µM]	-7	?	-18%[172 µM]	2%[87.6 µM]	9%[87.6 µM]
Oc1ccc(-c2nc(C3CC3)nc3c2CCN(Cc2ccsc2)CC3)cc1	?	i	22	?	.	9%	7%
CC1CCC2(CC1)NC(=O)N(CC(=O)N1CCc3ccccc31)C2=O (stereo not drawn)	-2%	-8%	14	12%	5%	2%	-17%
O=C(NCC1CC1)C1CCCN(c2nccc(Nc3ccccc3F)n2)C1 (stereo not drawn)	?	5%	14	?	.	-16%[12.5 µM]	12%
CC(=O)N(Cc1cccnc1)c1nc2c(C)c(C)ccc2s1	.	.	19	.	.	-21%	19%
O=C(Cn1cccc1-c1nc(-c2ccc3c(c2)OCO3)no1)Nc1cccc(Cl)c1	-14%	2%	-1	-20%	-10%	6%	79%[activator]
COc1ccc(-c2cc(C(F)(F)F)nc(S(C)(=O)=O)n2)cc1	.	.	-22	.	.	?	?
O=S(=O)(Cc1ccccc1F)N1CCCC(Cn2c(C3CC3)nc3cccnc32)C1 (stereo not drawn)	-20%	?	9	?	-5%	-13%	6%
C=C[C@H]1[C@H](O[C@@H]2O[C@H](CO)[C@@H](O)[C@H](O)[C@H]2O)OC=C(C(=O)OC)[C@H]1CC(=O)O	.	?	10	.	.	5%	.
Cc1ccc(NC(=O)C2CCCN(c3cnc4nccnc4c3)C2)cc1Cl (stereo not drawn)	?	i	-7	?	-4%	3%	31%
Cc1ccc(CN(Cc2ccco2)C(=O)c2oc3ccc(C)cc3c2C)cc1	.	.	-12	.	.	21%	20%
COc1ccccc1-c1cccc(C(=O)N2CCC[C@H]2C(=O)NC(C)C)c1	-31%	i	-4	-4%	.	6%[12.5 µM]	-1%
COCCn1ncc(N2CCCC(CC(=O)N3CCN(c4ccccn4)CC3)C2)cc1=O (stereo not drawn)	i	i	16	11%	-6%	4%	-13%
O=[N+]([O-])c1cccc(-c2noc([C@@H]3C[C@@H](O)CN3C3CCOCC3)n2)c1	?	i	1	-26%[172 µM]	-20%[172 µM]	-2%[87.6 µM]	-10%[87.6 µM]

Full records, looked up by structure. Order of values: NIH3T3 tox | GPT2 inh | IP6K1 inhibitor | HEK cytotox | Luciferase inh | SNCA viab count | SNCA expr inh
Cc1cccc(CN2CCCN(S(=O)(=O)c3cn(C)cn3)C(c3ccccc3)CC(=O)NCC2)c1 (stereo not drawn) as listed: -20% | i | -3 | i | -2% | -3% | -6%
Cc1ccc(-c2nc(C(=O)N3CCN(c4cccc(C)c4C)CC3)no2)cc1 as listed: ? | 2% | -3 | ? | -2% | 6% | -27%

Going on with the list:
SMILES	NIH3T3 tox	GPT2 inh	IP6K1 inhibitor	HEK cytotox	Luciferase inh	SNCA viab count	SNCA expr inh
COc1cc2c(cc1OC)C(CNC(=O)c1ccccc1Cl)N(C(=O)Nc1ccccc1F)CC2 (stereo not drawn)	-15%	i	11	-17%	-5%	-2%	-5%
Cc1ccc(NC(=O)CSc2nnc(N)s2)c(C)c1	.	.	-14	.	.	3%	-2%
C[C@@H]1CN(C(=O)Cc2cccnc2)C[C@H]1c1nc(-c2ccncc2)no1	i	4%	-1	15%	0%	5%	3%
Cc1ccccc1CN1Cc2nc(NCc3ccncc3)ccc2OCC1=O	?	-23%[88.5 µM]	43	89µM*	-22%[172 µM]	-8%[87.6 µM]	-14%[87.6 µM]
COc1ccc(C2C=C(c3ccc(Br)cc3)Nc3nnnn32)c(OC)c1 (stereo not drawn)	.	.	1	.	.	?	50%[activator]
CC(C)c1noc([C@@H]2C[C@H]3C(=O)NCCCCCCN(C(=O)c4cccc(C#N)c4)[C@H]3C2)n1	?	i	10	-15%	-5%	-4%	-24%
O=[S+]([O-])(c1ccncc1)c1nnn2c1nc(N1CCOCC1)c1ccccc12	?	i	8	i	.	6%	-3%
O=C(NCCc1noc(-c2ccncc2)n1)C1CC(=O)N(c2ccc(F)c(Cl)c2)C1 (stereo not drawn)	-10%	-4%	1	-6%	-9%	-13%[12.5 µM]	-6%
CCCCN(C)C(=O)CN1C(=O)NC2(CCOCC2)C1=O	-18%	0%	6	-3%	0%	?	-2%
CNC(=O)c1ccc2c(c1)NC(C)(COc1ccccc1)CO2 (stereo not drawn)	?	i	-7	?	-12%[172 µM]	-9%[87.6 µM]	-16%[87.6 µM]
c1ccc2oc(N3CCN(Cc4ccc(-c5ccn[nH]5)o4)CC3)nc2c1	?	3%	8	?	-12%	0%	-5%
COc1ccc(-c2noc(-c3cccn3CC(=O)N(C)c3ccccc3)n2)cc1F	i	i	26	7%	-9%	-24%	15%
O=C(c1ccc(=O)[nH]c1)N1C[C@@H](CN2CCCC2)[C@@H](CO)C1	2%	i	-1	i	5%	3%	39%[activator]
Cc1nc(CCC(=O)N2CCCC(c3nccn3CCCN(C)C)C2)n[nH]1 (stereo not drawn)	-2%	-17%[11.5 µM]	18	i	0%	-3%	7%
COc1ccc(CNC(=O)c2ccc(-c3nc(CSc4ccccc4)c(C)o3)cc2)cc1OC	.	.	-7	.	.	9%	-5%
CC(C)CN1CCN(C(=O)C2(CCO)CC23CCOCC3)CC1 (stereo not drawn)	2%	i	18	1%	0%	-6%	-24%
Cc1ccc(CN2C(=O)c3ccccc3Sc3ccc(C(=O)NC4CCCCC4)cc32)cc1	.	.	5	.	.	-1%	-13%
O=C1NC(=O)C(=Cc2ccc3nccc(-c4ccncc4)c3c2)S1	.	3%	.	.	.	?	47%[activator]
Cc1c(Cl)cccc1NC(=O)c1ccc2c(c1)nnn2C1CCCC1	.	.	-10	.	.	-5%	-5%
O=C(NCc1csc(-c2cnccn2)n1)C(c1cccnc1)N1CCOCC1 (stereo not drawn)	-3%	?	37	-30%	0%	-10%	5%
O=C1CC(c2ccccc2)N(C(=O)CC2CCCC2)CCCCCN1 (stereo not drawn)	i	i	4	-8%	-1%	1%	-9%
COc1ccc(NC(=O)N2Cc3[nH]cnc3C[C@H]2c2nc(-c3ccc4ccccc4c3)no2)cc1	?	i	14	?	-18%	?	-19%
CC(CCC1(O)OC2CC3C4CCC5CC(O[C@@H]6O[C@H](CO)[C@@H](O)[C@H](O)[C@H]6O[C@@H]6OC[C@@H](O)[C@H](O)[C@H]6O)C(O)CC5(C)C4CCC3(C)C2C1C)CO[C@@H]1O[C@H](CO)[C@@H](O)[C@H](O)[C@H]1O (stereo partly drawn)	.	i	16	.	.	-18%[12.5 µM]	.
COc1ccc2nc(CO[C@H]3CN(Cc4cccnc4)C[C@H]3F)[nH]c2c1	-17%[138 µM]	5%[88.5 µM]	-5	-17%[172 µM]	-26%[172 µM]	6%[87.6 µM]	-8%[87.6 µM]
C/C=C1\[C@H](O[C@@H]2O[C@H](CO)[C@@H](O)[C@H](O)[C@H]2O)OC=C(C(=O)OC)[C@H]1CC(=O)OC	.	-5%[27.3 µM]	37	.	.	10%[23.9 µM]	.
CC1(C)CC[C@]2(C(=O)O[C@@H]3O[C@H](CO)[C@@H](O)[C@H](O)[C@H]3O)CC[C@]3(C)C(=CCC4[C@@]5(C)CC[C@H](O[C@@H]6O[C@H](C(=O)O)[C@@H](O[C@@H]7O[C@H](CO)[C@@H](O)[C@H](O)[C@H]7O)[C@H](O)[C@H]6O)C(C)(C)C5CC[C@]43C)C2C1 (stereo partly drawn)	.	1%[17.1 µM]	-5	.	.	-4%[12.5 µM]	.
N#Cc1cccc(C(=O)NC2CCN(c3cc(-c4cccs4)[nH]n3)CC2)c1	?	-25%	17	?	4%	4%	2%
CC(=O)N1CCN(c2cc(-c3noc([C@@H]4CCCN4Cc4ccc(CO)o4)n3)ccn2)CC1	-22%	4%	12	-16%	-8%	-4%	-10%
CCOc1ccccc1NC(=O)N1CCC(c2noc(COC)n2)C1 (stereo not drawn)	-13%	i	13	-14%	6%	10%	?
Cc1oc2ncnc(N3CCCCC3)c2c1C(=O)Nc1cccc(Cl)c1C	.	.	4	.	.	?	-3%
Cc1ccc(NC(=O)[C@@H]2CNC[C@H](C(=O)NCc3cnn(C)c3C)C2)cn1	0%	-9%	0	-12%	12%	3%	-9%
CCN(C(=O)c1oc2ccc(S(=O)(=O)N3CCCCCC3)cc2c1C)c1ccccc1	.	.	38	.	.	-8%	?
CC(=O)Nc1ccc(NC(=O)c2c(C)nn(-c3ccccc3)c2-n2cccc2)cc1	.	.	-19	.	.	2%	?
CC(NC(=O)c1ccco1)c1nc(-c2ccccc2)no1 (stereo not drawn)	.	.	2	.	.	4%	18%
